M1 ag: agonists of human M1 muscarinic receptor | P11229 | CHO-K1 hM1, Fluo-8 calcium fluorescence, agonist mode; 0% DMSO, 100% acetylcholine EC100 | activation, % at 3 µM | 360,000 compounds, 0.33% hits | AID 588814;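 active = activation above the run's mean compound activation plus 3 SD, cut at about 16% in these data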;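 also: peak over basal fluorescence ratio within a 140 s kinetic read after compound addition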
CHO-K1 Ca antag: counter-screen for M1 antagonists: effect in parental CHO-K1 cells. ATP-induced calcium, Fluo-8 fluorescence. inhibition, % at 3 µM. 360,000 compounds, 0.6% hits;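 active = inhibition above a per-plate cutoff, the plate's mean sample inhibition plus 3 SD, cut at about 24% in these data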;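 also: 0% = DMSO plus EC80 ATP and 100% = DMSO alone without ATP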
CHO parental Ca: counter-screen: ATP calcium response change in parental CHO cells. inhibition, % at 5.6 µM. 330,000 compounds, 0.63% hits. parental CHO-K1, ATP-induced calcium, Fluo-8 fluorescence;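 active = inhibition above that plate's mean sample inhibition plus 3 SD, cut at about 26% in these data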;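 also: 0% = ATP-challenged DMSO wells and 100% = DMSO wells without ATP; some compounds past the cut are filed as inactive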
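Test system: untransfected parental CHO cell line; also added: ATP stimulus; dosing: 5.6 µM, single dose; signal: calcium-sensitive Fluo-8 fluorescence; measure: percent inhibition of ATP-evoked calcium rise, normalized to controls; benchmarks: low control ATP plus DMSO, high control DMSO only; replication: one well per compound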
V1aR counter: V1a receptor agonism, counter-screen for OXTR agonists. activation, % at 3 µM. AID 2797. 320,000 compounds, 0.25% hits. CHO-V1R cells, Fluo-8 calcium fluorescence, agonist mode; 0% DMSO, 100% 3 nM vasopressin. P37288;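 active = activation above the mean activation of all tested compounds plus 3 SD, per screening run, cut at about 20% in these data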;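 also: signal is peak over basal fluorescence ratio across a 100 second FLIPR read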
CHO-K1 Ca ag: nonselective activator or artifact in parental CHO-K1 cells; Fluo-8 calcium fluorescence; scaled to maximal ATP response, vehicle zero; activation, % at 3 µM; 360,000 compounds, 0.48% hits; AID 602248; in the data active = activation above about 15%;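 also: untransfected CHO-K1 host cells lacking M1 receptor as counterscreen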
TAAR1 antagonist: antagonists of human TAAR1; Q96RJ0; CHO RD-HGA16 TAAR1, Fluo-8 calcium fluorescence, antagonist; inhibition, % at 3 µM; 360,000 compounds, 1.5% hits; AID 624466;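 active = inhibition above a per-plate cutoff, the mean inhibition of test compounds on that plate plus 3 SD, cut at about 49% in these data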;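 also: 0% = DMSO plus EC80 beta-PEA response and 100% = DMSO alone without agonist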
Target sequence (Q96RJ0 whole entry, looked up): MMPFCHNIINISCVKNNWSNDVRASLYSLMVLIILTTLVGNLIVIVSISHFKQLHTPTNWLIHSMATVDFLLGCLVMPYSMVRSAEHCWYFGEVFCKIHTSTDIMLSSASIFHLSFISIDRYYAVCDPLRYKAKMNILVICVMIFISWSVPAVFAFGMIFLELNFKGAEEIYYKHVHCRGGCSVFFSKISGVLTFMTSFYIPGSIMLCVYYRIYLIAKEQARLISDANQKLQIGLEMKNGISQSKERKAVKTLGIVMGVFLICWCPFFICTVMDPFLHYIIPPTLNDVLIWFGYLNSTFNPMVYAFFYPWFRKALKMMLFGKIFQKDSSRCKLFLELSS
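Test system – hTAAR1-expressing CHO RD-HGA16 cells, Gα16-coupled · Reagent – β-PEA at EC80 concentration, post-compound challenge · Compound dosing – 3 µM, single point · Timing – 140 s kinetic read after compound, 140 s after agonist · Detection – Fluo-8 intracellular calcium dye fluorescence, real-time kinetic reads · Control set – DMSO and EC80 PEA controls · Repeats – n of 1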
OXTR potentiator: potentiates the human oxytocin receptor response; 320,000 compounds, 0.061% hits; CHO-OTR cells, Fluo-8 calcium fluorescence, potentiator mode; 0% = oxytocin EC15, 100% = EC100; AID 2445; P30559; activation, % at 3 µM;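 active = activation above that plate's cutoff, the mean activation of tested compounds plus 3 SD, cut at about 6.6% in these data, passing the limit was not always enough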;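 also: 100% uses oxytocin at 75 nM as the full agonist control; some results filed as inactive read as strong as hits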
Target sequence (P30559 whole entry, looked up): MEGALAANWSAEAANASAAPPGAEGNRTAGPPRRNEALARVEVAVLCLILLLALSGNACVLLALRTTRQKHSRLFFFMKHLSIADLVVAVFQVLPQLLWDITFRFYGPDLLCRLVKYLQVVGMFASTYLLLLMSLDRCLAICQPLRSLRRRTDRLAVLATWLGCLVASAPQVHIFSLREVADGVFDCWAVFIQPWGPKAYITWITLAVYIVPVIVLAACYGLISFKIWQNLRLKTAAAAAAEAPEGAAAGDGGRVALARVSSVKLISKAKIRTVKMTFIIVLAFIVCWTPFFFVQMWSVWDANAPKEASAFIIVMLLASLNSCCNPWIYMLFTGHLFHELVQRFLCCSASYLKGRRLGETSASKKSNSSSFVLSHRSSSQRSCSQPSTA
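Material: CHO-OTR cells, human receptor; compound dosing: single dose, 3.0 µM nominal final compound concentration; schedule: 6 min compound pre-incubation at room temperature, 100 s kinetic read; measured by: kinetic Fluo-8 calcium fluorescence; read-out basis: % activation vs EC15 and EC100 oxytocin; controls: EC15 oxytocin alone as 0%, 75 nM oxytocin as 100%; replicates: singlicate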
M1 PAM parental: nonselective activator or artifact in parental CHO-K1 calcium assay; ATP EC20, Fluo-8 calcium fluorescence; 0% at ATP EC20, 100% at ATP max; activation, % at 3 µM; 360,000 compounds, 0.02% hits; AID 602247;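 active = activation above the run cutoff, the mean activation of all test compounds plus 3 SD, cut at about 40% in these data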;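 also: peak over basal fluorescence ratio in a 140 s read after ATP addition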
TAAR1 ag: agonists of human TAAR1. activation, % at 3 µM. CHO RD-HGA16 TAAR1, Fluo-8 calcium fluorescence; vehicle wells 0%, saturating PEA agonist 100%. AID 624467. Q96RJ0. 360,000 compounds, 0.99% hits;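 active = activation above the mean activation of all test compounds in the run plus 3 SD, cut at about 38% in these data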
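Signal – calcium-sensitive Fluo-8 signal, excitation 470-495, emission 515-575 nm · System – RD-HGA16 (CHO) cells co-expressing Gα16 and hTAAR1 · Incubation – 17-24 h seeding, 75 min 37 °C dye, 30 min RT · Compound dosing – 3 µM single concentration · Repeats – no replicates (n 1)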
Active calls of the source: *; nt = not tested or not shown.

Preview, 4 compounds:
SMILES	M1 ag	CHO-K1 Ca antag	CHO parental Ca	V1aR counter	CHO-K1 Ca ag	TAAR1 antagonist	OXTR potentiator	M1 PAM parental	TAAR1 ag
CCCCNS(=O)(=O)c1ccc(NS(=O)(=O)c2c(C)cc(C)cc2C)cc1	-4	4	-9	1.3	0.7	8	-11	3	8
Cc1nc2ccccc2c(=O)n1NC(=O)c1ccc(C(C)(C)C)cc1	-1	6	-11	0.5	4.2	25	-4	3	12
COc1ccc(CCNC(=O)c2cc(S(=O)(=O)N3CCCCC3)c[nH]2)cc1OC	0	-3	-12	3.3	6.0	3	-2	12	0
CCCC1C(C#N)=C(N)Oc2cc(C)n(C)c(=O)c21 (configuration not stated)	-1	-2	9	-0.2	0.1	4	-12	14	2

The list itself, from the first entry:
SMILES	M1 ag	CHO-K1 Ca antag	CHO parental Ca	V1aR counter	CHO-K1 Ca ag	TAAR1 antagonist	OXTR potentiator	M1 PAM parental	TAAR1 ag
CCCCNS(=O)(=O)c1ccc(NS(=O)(=O)c2c(C)cc(C)cc2C)cc1	-4	4	-9	1.3	0.7	8	-11	3	8
Cc1nc2ccccc2c(=O)n1NC(=O)c1ccc(C(C)(C)C)cc1	-1	6	-11	0.5	4.2	25	-4	3	12
COc1ccc(CCNC(=O)c2cc(S(=O)(=O)N3CCCCC3)c[nH]2)cc1OC	0	-3	-12	3.3	6.0	3	-2	12	0
CCCC1C(C#N)=C(N)Oc2cc(C)n(C)c(=O)c21 (configuration not stated)	-1	-2	9	-0.2	0.1	4	-12	14	2
CC1CCN(c2c(NCc3ccc(C(=O)NCc4ccccc4)cc3)c(=O)c2=O)CC1	-3	-9	0	0.8	-0.1	-10	-5	8	0
O=C(Cc1ccccc1)N(c1ccc(F)cc1)C1C=CS(=O)(=O)C1 (configuration not stated)	-3	-9	-17	0.0	0.4	-1	1	27	4
CCc1cc(=O)oc2c3c(cc(OCC(=O)NCCCC(=O)O)c12)OC(C)(C)CC3	0	-1	-4	1.1	0.6	-6	-14	3	0
COC(=O)C1=C(C)N(CCc2ccccc2)C(=O)C1(NS(=O)(=O)c1ccc(NC(C)=O)cc1)C(F)(F)F (configuration not stated)	-6	-19	-12	8.7	4.9	28	-5	12	19
CCOC(=O)c1[nH]cnc1C(=O)Nc1ccccc1	-8	-9	-6	1.2	1.3	0	-9	15	10
CC(C)C[C@@H](CO)N1CCN(Cc2cccnc2)CCC1=O	-7	-7	-9	0.8	0.0	0	-4	8	0
O=C(Cn1cc([N+](=O)[O-])ccc1=O)NC1CCCCC1	-3	-7	-8	0.0	0.2	14	-5	-9	3
CCc1ccc(NC(=O)C2CCCN(S(=O)(=O)c3c(C)[nH]c(=O)[nH]c3=O)C2)cc1 (configuration not stated)	-6	-3	-1	0.1	0.8	2	-5	18	0
S=C1N(c2ccccc2)CN(CCN2CCOCC2)CN1c1ccccc1	3	10	-16	0.6	-0.4	-7	2	-15	17
CCC(=O)C1CCCN(C(=O)c2ccc(OC3CCN(C(=O)c4cccnc4)CC3)cc2)C1 (configuration not stated)	-4	-16	7	1.3	1.8	-23	-3	20	2
CCOC(=O)c1cnc(SC)nc1Oc1cccc(NS(=O)(=O)c2ccc(Cl)cc2)c1	-2	-15	-14	1.5	0.3	-10	-12	10	5
COc1cc(N)ccc1C(=O)O	-2	1	-10	0.4	0.0	-14	2	12	3
CCOC(=O)C1CCCN(C(=O)CSCc2ccccc2)C1 (configuration not stated)	-3	-12	-23	1.0	1.2	2	-10	16	5
CSCC[C@H](NC(=O)N1CCn2c1nc1ccccc12)C(=O)NCC1CCCO1 (some centres not stated)	-3	-14	-15	-0.6	-0.8	-13	3	-3	1
O=C1C2ON(c3ccccc3)C(c3ccncc3)C2C(=O)N1c1ccc(Br)cc1 (configuration not stated)	-6	-5	10	1.1	1.3	20	-9	18	5
CN1OC[C@@H]2CN3C(=O)N(c4cccc5ccccc45)c4ccccc4[C@@H]3C[C@@H]21	-4	0	nt	nt	0.8	-10	nt	17	2
CCOC(=O)C(Cc1ccccc1)(NC(C)=O)C(=O)OCC	-5	-15	-4	-0.6	0.9	-21	-5	17	5
NC(=O)c1ccc(NC(=O)CN2CCOCC2)cc1	4	8	0	0.0	0.0	1	-12	-8	1
COc1ccc(NC(=O)c2cccc3ccccc23)cc1	5	1	-2	0.7	0.9	-4	-9	2	1
CC(Oc1ccccc1)c1ccnc(N)n1 (configuration not stated)	-7	16	-5	-0.1	0.4	-3	-6	-12	2
COC(=O)Cc1c(C)c2ccc(O)c(CN3CCCC(C)C3)c2oc1=O (configuration not stated)	-5	-8	-5	0.6	-0.1	-4	-7	2	5
Next structures:
SMILES	M1 ag	CHO-K1 Ca antag	CHO parental Ca	V1aR counter	CHO-K1 Ca ag	TAAR1 antagonist	OXTR potentiator	M1 PAM parental	TAAR1 ag
Cn1c(=O)[nH]c(=O)c2c1nc(SCC(=O)O)n2CCc1ccccc1	0	5	-2	-0.7	-0.3	2	-9	-1	3
CCOC(=O)N1CCN(C(=O)C[C@@H]2C[C@@]3(C(=O)OCC)CCCC=C3N(Cc3ccc4c(c3)OCO4)C2=O)CC1	nt	-8	nt	nt	1.9	5	nt	-1	2
O=C(O)c1cnn2c(-c3ccccc3)ccnc12	-2	6	-3	0.8	-0.3	4	1	-20	-1
Cc1ccc(CSCC2Nc3ccc(C(=O)N4CCN(c5ccc(F)cc5)CC4)cc3NC2=O)cc1 (configuration not stated)	0	-16	-4	0.0	1.1	nt	-12	31	nt
COc1nc(NC(C)(C)C)nc(Oc2ccc(=O)n(C)n2)n1	-3	-2	-5	1.1	1.3	-1	-2	19	1
COc1ccc(NC(=O)CSc2nnc3ccc(-c4ccncc4)nn23)cc1	-8	-2	-10	-0.6	0.0	-4	2	0	0
O=C(O)C1CCN(C(=O)CSc2nc3cc(Cl)ccc3c(=O)n2Cc2ccccc2)CC1	-1	-6	-6	-1.0	-1.0	-36	-6	9	0
O=S(=O)(Nc1cc(S(=O)(=O)N2CCCC2)ccc1O)c1ccc(Cl)s1	-1	-3	nt	nt	1.1	-4	nt	5	3
Cc1ccc(-n2nc3c(=O)n(CCCC(=O)NCc4ccc(F)cc4)nc(C)c3c2C)cc1	-6	-11	-37	-2.1	0.6	3	1	0	-1
O=C(CCCCn1c(=O)c2ccccc2n(Cc2ccc(Cl)cc2)c1=O)NCc1ccco1	3	-14	-17	0.1	1.4	-28	-10	16	7
O=C(NCCc1ccccc1)c1ccc(Cl)cc1[N+](=O)[O-]	-7	-4	nt	nt	0.5	4	nt	0	2
CCN1CCN(Cc2ccc(NC(=O)c3cc(NC(=O)c4cc(-c5ccc(OC)cc5)n[nH]4)cc(OC)c3)cc2C(F)(F)F)CC1	-7	-4	2	0.7	0.7	22	-12	7	16
Cc1cccc(/C=N/NC(=O)CC(=O)NCCc2ccccc2)c1	-2	-10	-6	0.1	2.0	-10	-2	10	2
Cc1cccc(C)c1NC(=S)N(CCc1ccncc1)C(C)C	-4	-2	-3	0.1	0.5	-14	1	14	2
CC(CCc1ccccc1)NC(=O)CN1CCSc2ccccc21 (configuration not stated)	-9	-11	-14	-1.7	-0.2	-18	-12	10	0
Cc1cccc(NC(=O)c2cccc(NC(=O)c3ccco3)c2)c1	-1	-9	nt	nt	2.1	22	nt	4	8
O=c1oc2ccccc2c(Cl)c1CN1CCCCC1	-6	-6	-20	-0.6	1.3	25	6	20	5
O=C(O)CNC(=O)/C(=C\c1ccco1)NC(=O)c1ccco1	-1	-10	nt	nt	0.5	-3	nt	18	6
CC(Cc1ccccc1)NC(=O)c1cc2ccccc2o1 (configuration not stated)	-6	-14	-6	0.6	0.8	-17	-4	11	0
O=C(CSc1ccc2ccccc2c1Br)Nc1cccc(S(=O)(=O)NC2=NCCCCC2)c1	-10	1	-2	4.0	1.1	-4	-3	16	2
O=C(O)c1ccc(C(=O)c2ccc3c(c2)C(=O)N(CC2CCCO2)C3=O)cc1 (configuration not stated)	-6	-9	1	0.1	1.1	-14	-13	17	4
CCOC(=O)Cc1cc(=O)[nH]c(/N=C(\N)Nc2ccc(OC)cc2)n1	-2	7	-15	0.7	8.5	-15	-3	-7	0
O=C(Nc1ccc2[nH]c3c(c2c1)CCCC3)c1ccco1	-4	5	1	0.5	0.4	-2	-10	-1	3
C=CCNC(=O)/C(C#N)=C\c1cc(Cl)c(OCC)c(OC)c1	-4	3	-26	0.0	0.3	-16	-4	10	5
O=C(NP(=O)(N1CCCC1)N1CCCC1)C1=C(N2CCOCC2)/C(=C/c2cccc([N+](=O)[O-])c2)CC1	-6	7	-9	0.5	17*	-8	-14	8	2
(continued)
SMILES	M1 ag	CHO-K1 Ca antag	CHO parental Ca	V1aR counter	CHO-K1 Ca ag	TAAR1 antagonist	OXTR potentiator	M1 PAM parental	TAAR1 ag
COc1cc(NC(=O)CSc2nnnn2-c2ccccc2)cc(OC)c1OC	-1	-9	-12	5.3	0.3	5	-6	22	7
COc1cc2c(=O)n(CCC(=O)NCC3CCCO3)c(=O)n(CC(=O)c3ccc(Cl)cc3)c2cc1OC (configuration not stated)	-5	-10	-4	-0.1	1.3	-34	2	23	3
Cc1ccc(NC(=O)N2CCCC2C(=O)NCC2CCCO2)cc1 (configuration not stated)	-3	-6	-15	1.3	-0.3	-6	-2	9	0
COc1ccc(CCNC(=O)c2ccc3c(c2)N(Cc2ccc(F)cc2)CCS3)c(OC)c1	-4	-17	-1	-0.1	-0.9	0	-8	10	16
Cc1ccccc1NC(=S)N1CCC(NC(=O)c2ccco2)CC1	-3	-11	11	0.2	3.7	-3	-3	-1	3
Cc1ccc2cccc(NC(=S)NC(=O)c3ccnn3C)c2n1	-4	-10	-45	-1.2	1.3	-1	-16	17	1
Cc1ccc2nc(-c3ccccn3)cc(C(=O)Nc3ccc4c(c3)OCO4)c2c1	-4	-9	-11	0.7	0.7	-1	0	4	4
O=C(CSc1ccc2nnc(-c3cccnc3)n2n1)Nc1ccc(F)cc1F	-1	-9	2	1.2	0.7	-21	-1	7	4
CCCCNCc1ccc(SC)cc1	-3	-5	-10	1.1	0.4	-5	-3	3	2
Cn1nc(C(=O)NCc2ccccc2)c2ccccc2c1=O	-4	-1	-10	0.2	0.3	-13	-9	9	17
Cc1ccc(OCCNS(=O)(=O)c2ccc(Cl)cc2)cc1	-4	-6	-22	2.0	0.6	4	-5	-14	16

This is a random part of the collection. About 3.3% of those tested had a hit in this group.
